TAAR1 agonist = agonists of human TAAR1 | Q96RJ0 | CHO RD-HGA16 TAAR1, Fluo-8 calcium fluorescence; vehicle wells 0%, saturating PEA agonist 100% | activation, % at 3 µM | 360,000 compounds, 0.99% hits | AID 624467;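 active = activation above the mean activation of all test compounds in the run plus 3 SD, cut at about 38% in these data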
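Test system: RD-HGA16 (CHO) cells co-expressing Gα16 and hTAAR1 | Doses: Single dose, 3 µM | Schedule: 17-24 h seeding, 75 min 37 °C dye, 30 min RT | Evaluation: % activation from peak over basal fluorescence ratio, DMSO-to-PEA scaled | Technique: Kinetic Fluo-8 calcium fluorescence | Benchmarks: Low control DMSO, high control PEA (EC100)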
M5 PAM = potentiates acetylcholine response at human M5 receptor; P08912; CHO-K1 hM5, Fluo-8 calcium, ACh EC20 PAM; 0% = ACh EC20, 100% = ACh EC100; activation, % at 3 µM; 360,000 compounds, 0.3% hits;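 active = activation above the run cutoff, the mean activation of all test compounds plus 3 SD, cut at about 18% in these data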
Target sequence (P08912 whole entry, looked up): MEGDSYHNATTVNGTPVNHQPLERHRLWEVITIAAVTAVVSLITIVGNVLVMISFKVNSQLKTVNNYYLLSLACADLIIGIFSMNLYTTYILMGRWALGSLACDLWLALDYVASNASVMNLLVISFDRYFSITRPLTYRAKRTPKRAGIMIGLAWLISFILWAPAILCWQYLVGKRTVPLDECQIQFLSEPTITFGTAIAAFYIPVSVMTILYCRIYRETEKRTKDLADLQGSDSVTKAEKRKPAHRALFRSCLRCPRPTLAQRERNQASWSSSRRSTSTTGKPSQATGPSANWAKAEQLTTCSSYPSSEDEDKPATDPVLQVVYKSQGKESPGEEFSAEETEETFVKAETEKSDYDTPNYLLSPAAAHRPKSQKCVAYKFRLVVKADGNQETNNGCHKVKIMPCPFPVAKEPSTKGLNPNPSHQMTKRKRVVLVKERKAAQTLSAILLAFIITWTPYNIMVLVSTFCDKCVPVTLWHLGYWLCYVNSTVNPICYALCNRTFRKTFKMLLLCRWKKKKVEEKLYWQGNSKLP
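System: CHO-K1 cell line with stable human muscarinic M5 receptor expression | Also added: EC20 acetylcholine as agonist stimulus | Compound: One concentration, 3 µM final (nominal) | Timing: Fluo-8 loading 80 min at 37 °C plus 30 min room temperature | Measured by: Fluo-8 calcium dye fluorescence, kinetic read | Read-out basis: % activation, ACh-normalized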
M1 PAM = potentiates human M1 receptor response to acetylcholine | activation, % at 3 µM | CHO-K1 hM1, Fluo-8 calcium fluorescence, ACh EC20; 0% = ACh EC20, 100% = maximal ACh | AID 588819 | P11229 | 360,000 compounds, 0.088% hits; in the data active = activation above about 19%, passing the limit was not always enough
Target sequence (P11229 whole entry, looked up): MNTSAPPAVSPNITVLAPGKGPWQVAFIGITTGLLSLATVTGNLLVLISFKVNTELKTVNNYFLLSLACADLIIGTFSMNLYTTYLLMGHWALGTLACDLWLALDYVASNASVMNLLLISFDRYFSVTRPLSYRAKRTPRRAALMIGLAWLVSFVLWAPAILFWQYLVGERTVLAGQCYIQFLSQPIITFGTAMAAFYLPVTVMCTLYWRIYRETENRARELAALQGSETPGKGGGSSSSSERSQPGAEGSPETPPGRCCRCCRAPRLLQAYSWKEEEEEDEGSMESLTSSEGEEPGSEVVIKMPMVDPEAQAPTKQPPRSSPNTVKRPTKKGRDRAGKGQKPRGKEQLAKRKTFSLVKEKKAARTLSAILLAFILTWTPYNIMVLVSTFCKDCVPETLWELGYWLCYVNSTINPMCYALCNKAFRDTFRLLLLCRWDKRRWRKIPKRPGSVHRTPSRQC
M4 antag = blocks acetylcholine activation of human M4 receptor | inhibition, % at 3 µM | CHO-hM4 cells, ACh EC80, Fluo-8 calcium fluorescence | 360,000 compounds, 0.73% hits | AID 624125 | P08173;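 active = inhibition above its plate's cutoff, the mean inhibition of sample wells plus 3 SD, cut at about 27% in these data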;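 note: 0% = acetylcholine EC80 with DMSO and 100% = DMSO without agonist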
CHRM1 antagonist = human CHRM1 antagonism | P11229 | CHO-K1 hM1, Fluo-8 calcium fluorescence, ACh EC80 antagonist | inhibition, % at 3 µM | 360,000 compounds, 1.3% hits;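 active = percent inhibition above its own plate's cutoff, namely the mean of that plate's compound wells plus 3 SD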;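 note: peak over basal fluorescence ratio during 140 s after agonist addition; 0% = ACh EC80 plus DMSO and 100% = DMSO alone without agonist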
M1 ag = activates human CHRM1 receptor. P11229. CHO-K1 hM1, Fluo-8 calcium fluorescence, agonist mode; 0% DMSO, 100% acetylcholine EC100. activation, % at 3 µM. 360,000 compounds, 0.33% hits;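 active = activation above the run's mean compound activation plus 3 SD, cut at about 16% in these data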;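 note: peak over basal fluorescence ratio within a 140 s kinetic read after compound addition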
CHRM5 agonist = agonists of human muscarinic M5 receptor (CHRM5). AID 624037. P08912. activation, % at 3 µM. 360,000 compounds, 0.19% hits. CHO-K1 hM5 cells, Fluo-8 calcium fluorescence; 0% DMSO wells, 100% maximal acetylcholine response;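 active = activation above the run's mean over test compounds plus 3 SD, cut at about 23% in these data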;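 note: signal is peak over basal fluorescence ratio across the kinetic read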
M5 antag = blocks acetylcholine activation of human M5 receptor | CHO-hM5 cells, Fluo-8 calcium fluorescence, ACh EC80 | inhibition, % at 3 µM | 360,000 compounds, 0.59% hits;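 active = inhibition above a per-plate cutoff, the mean of that plate's test compounds plus 3 SD, cut at about 27% in these data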;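 note: 0% = acetylcholine EC80 with DMSO and 100% = DMSO without agonist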
CHRM4 agonist = agonists of human muscarinic M4 receptor (CHRM4) | activation, % at 3 µM | 360,000 compounds, 0.14% hits | P08173 | AID 624127 | CHO-K1 hM4/Gqi5, Fluo-8 calcium fluorescence; vehicle 0%, full acetylcholine response 100%;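 active = activation above the run mean over all test wells plus 3 SD, cut at about 32% in these data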;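 note: peak over basal fluorescence ratio per well then scaled between controls; 0% = DMSO wells and 100% = acetylcholine at EC100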
* hit, by the source's call; nt = not tested or not shown.

SMILES | TAAR1 agonist | M5 PAM | M1 PAM | M4 antag | CHRM1 antagonist | M1 ag | CHRM5 agonist | M5 antag | CHRM4 agonist
COc1cc(C2CC(=O)Oc3cc(O)ccc32)cc(OC)c1OC (stereo not drawn) | 3 | 1 | 2 | -6 | -6 | -2 | 2 | -2 | 2
COc1ccc(C(=O)NCc2ccc(N3CCN(C(=O)OC(C)(C)C)CC3)cc2)cc1 | 2 | -13 | 0 | 2 | -5 | -2 | 3 | 4 | 3
CCOC(=O)N1CCN(C(=O)C(NC(=O)c2ccc(CC)cc2)C(C)C)CC1 (stereo not drawn) | 0 | -3 | 3 | -8 | -5 | -7 | 1 | -3 | 0
C#CCOCCOCCOCCNc1nc(N2CCN(C(=O)Cn3cc(CCO)nn3)CC2)nc(N2CCN(C(=O)[C@H](Cc3ccc(O)cc3)n3cc(CCO)nn3)CC2)n1 | 13 | 4 | 0 | 8 | 0 | -3 | 4 | -3 | 1
O=c1ncn(-c2cccc(F)c2)c2ncccc12 | 4 | -2 | 9 | 3 | -5 | -5 | -1 | 10 | 1
Cc1ccc(CNC(=O)C2CCN(S(=O)(=O)N3CCCCC3)CC2)cc1 | 14 | -3 | 10 | 3 | -18 | 0 | 2 | 1 | 4
Cc1ccc(S(=O)(=O)N2CCC(C(=O)OC(C)C(=O)N3CCOCC3)CC2)cc1 (stereo not drawn) | 1 | 4 | -6 | 7 | 17 | 1 | 4 | -2 | 5
CCOC(=O)N1CCN(C(=O)C(=O)Nc2sc3c(c2C(N)=O)CC(C)(C)OC3)CC1 | 7 | -1 | 8 | -1 | -4 | 0 | -2 | -5 | 0
CC1CCc2sc(C(=O)N3CCC(C(N)=O)CC3)cc2C1 (stereo not drawn) | 2 | -4 | 4 | -2 | -3 | -3 | -3 | 6 | 0
Cc1ccc2nc(SCC(=O)Nc3ccc(F)cc3F)[nH]c2c1 | 4 | 11 | 8 | -4 | -5 | -4 | -1 | -5 | 1
Cc1cc(OCC(O)CN2C(C)CCCC2C)ccc1C(C)C (stereo not drawn) | 9 | -2 | -15 | -7 | 18 | -13 | -5 | 10 | 3
Cc1ccc(NC(=O)CCc2nc3sc4c(c3c(=O)[nH]2)CCCC4)nc1 | nt | 0 | 12 | 5 | -16 | 0 | 4 | 2 | 2
O=C1/C(=C/c2cccs2)SC(=S)N1c1cccc(O)c1 | 2 | -9 | -4 | 11 | 11 | 0 | -1 | 9 | 5
COC(=O)c1sc(N2C(=O)C(=O)/C(=C(/O)c3ccccc3)C2c2ccco2)nc1C (stereo not drawn) | 8 | 0 | 13 | 3 | -14 | -3 | -1 | 3 | 0
Cc1cc(C)c(C#N)c(SCC(=O)Nc2ccccc2C(N)=O)n1 | 7 | -1 | 10 | 4 | -4 | -6 | -8 | -2 | 0
Cc1c(C)n(C)c2ccc(C(=O)NCCCN3CCCCC3C)cc12 (stereo not drawn) | 2 | 2 | -4 | 2 | 4 | -6 | -6 | -8 | 0
O=C1C2Sc3[nH]c(=O)sc3C(c3ccccc3)C2C(=O)N1c1ccc(Cl)cc1 (stereo not drawn) | 17 | 4 | 4 | -2 | -2 | -4 | 0 | 2 | 1
Cc1ccc(C)c(S(=O)(=O)N2CCN(C(=O)Cn3c(C(F)(F)F)nc4ccccc43)CC2)c1 | 9 | -1 | 5 | 3 | -2 | -2 | -2 | 0 | 1
COc1cccc(N2CC(C(=O)Nc3nnc(SCc4cccnc4)s3)CC2=O)c1 (stereo not drawn) | 2 | 5 | 3 | -24 | -8 | -8 | -1 | -1 | 3
CC(=O)Nc1cccc(Oc2ccc(-c3noc(C)n3)cc2)c1 | 9 | 0 | -4 | -2 | -16 | 0 | 2 | 1 | 5
CCCC(c1nnnn1Cc1ccco1)N1CCN(C2CCCC2)CC1 (stereo not drawn) | 3 | 11 | 1 | 2 | -23 | -4 | -10 | -6 | 1
O=C(Nc1ccc(Cl)c(C(F)(F)F)c1)[C@@H]1CC=C[C@@H]2CCN(Cc3ccc(Cl)c(Cl)c3)C(=O)[C@@H]21 | 11 | 0 | 4 | -9 | -4 | -3 | 1 | 10 | 0
C=CCNC(=O)CN1C(=O)c2cccc3cccc1c23 | 0 | -1 | 8 | 3 | -11 | -3 | 0 | -1 | 1
Nc1nccc(/C=C/c2c(Cl)cccc2Cl)n1 | -2 | 0 | 11 | -7 | -16 | -2 | -5 | -4 | -1
O=C(CN1C(=O)COc2ccccc21)NCCN1CCc2ccccc2C1 | 8 | 0 | 5 | 1 | -9 | -11 | 0 | -3 | 2
SMILES | TAAR1 agonist | M5 PAM | M1 PAM | M4 antag | CHRM1 antagonist | M1 ag | CHRM5 agonist | M5 antag | CHRM4 agonist
COc1ccc(OC)c(NC(=O)c2cc(-c3cc(F)ccc3OCC3CCCO3)n[nH]2)c1 (stereo not drawn) | 1 | -16 | -20 | 19 | 36 | -6 | -3 | 12 | 5
Cc1ccc(S(=O)(=O)N(C)C)cc1NC(=O)COC(=O)c1c(-c2ccccc2)noc1C | 0 | -1 | 11 | 3 | -14 | -2 | 4 | -1 | 4
COc1ccc2nc(CC(C)(C)CC(=O)O)c[n+]([O-])c2c1 | -2 | 3 | 10 | 3 | -12 | -5 | -8 | 1 | 0
CC(C)CC(=O)N1CCN(S(C)(=O)=O)CC1 | 5 | -2 | 1 | 10 | 2 | -2 | 1 | 2 | 1
CC(=O)Nc1ccc(-c2ccnc3c2CC(C(=O)Nc2cccc(N(C)C)c2)O3)cc1 (stereo not drawn) | 5 | -4 | 6 | -5 | -17 | -4 | 1 | 3 | 6
COc1ccc(CCN2C(=O)CC(N3CCC(C(N)=O)CC3)C2=O)cc1OC (stereo not drawn) | 8 | 8 | 5 | 4 | -8 | -3 | 6 | -8 | 0
CCSc1nc(COC(=O)NC)c(COC(=O)NC)n1C | 0 | 5 | 2 | -12 | -5 | -5 | 2 | 3 | 0
CC(=O)COc1ccc2cc(-c3ccccc3)c(=O)oc2c1 | 3 | -1 | 5 | 2 | -11 | -2 | -3 | 13 | 6
CCOc1ccc(S(=O)(=O)N2CCOCC2)cc1NC(=O)CCOc1ccc(C(C)(C)C)cc1 | 1 | 3 | 14 | -6 | -12 | -3 | 1 | 3 | 1
c1ccc2c(c1)OCC(CNc1ncnc3sccc13)O2 (stereo not drawn) | 8 | -17 | -11 | 25 | 22 | 1 | 6 | 35* | 16
COc1ccc(C2=NOC(C(=O)Nc3cccnc3)C2)cc1 (stereo not drawn) | 4 | -5 | 3 | 2 | 3 | 2 | 2 | -3 | 3
O=C(NC1CCCCC1)C(c1ccccn1)N(C(=O)Cc1cccs1)c1ccc(Cl)cc1 (stereo not drawn) | 10 | -5 | 5 | 10 | 3 | -2 | 0 | -4 | 0
COc1ccc(C(=O)Nc2cc(-c3nn4c(C)nnc4s3)ccc2C)cc1 | -2 | -1 | 2 | -2 | -5 | -5 | 1 | 0 | 1
C[C@H]1COc2cccc(N3CCSCC3)c2S(=O)(=O)N1 | 4 | -1 | nt | -14 | nt | nt | 2 | -1 | 1
CC[C@@]1(C(=O)OC)N[C@H](CN(C)C(C)=O)[C@@H]2C(=O)N(C)C(=O)[C@@H]21 | 0 | 5 | 0 | 0 | 0 | -3 | 0 | -4 | 0
O=C(Nc1ccccc1C(=O)N1CCCC1)c1ncoc1-c1cccc(Cl)c1 | 1 | -1 | 0 | -9 | 4 | -5 | -2 | 0 | 7
COc1ccc(/C=N/NC(=O)c2ccc(NS(=O)(=O)c3cccs3)cc2)cc1 | 3 | 3 | 13 | 3 | -1 | -2 | -1 | 6 | 3
CNC(=S)N/N=C/c1c(C)nn(-c2cccc(Cl)c2)c1Cl | -1 | -3 | 1 | -3 | 4 | -7 | -2 | -2 | -1
Cc1cc(C)nc(SCC(=O)N/N=C\C(Br)=C\c2ccccc2)n1 | 16 | 2 | 5 | -10 | -7 | -3 | 2 | 3 | 2
O=C(CCS(=O)(=O)c1ccccc1)NNC(=O)COc1ccc(F)cc1 | 4 | -9 | 1 | 10 | 1 | 3 | 2 | 3 | -1
CC1CCC(NC(=O)c2cccc(S(=O)(=O)N3CCN(c4ccc(F)cc4)CC3)c2)CC1 (stereo not drawn) | 0 | 4 | 5 | -3 | 3 | -2 | 1 | -6 | 2
CCOC(=O)C1CCN(C(=O)c2sccc2Cl)CC1 | 2 | 9 | 8 | -7 | -13 | -3 | -1 | -5 | 0
CC(=O)OCC(=O)[C@H]1CC[C@H]2[C@@H]3CC=C4C[C@@H](O)CC[C@]4(C)[C@H]3CC[C@]12C | 0 | 3 | 1 | -28 | -25 | -3 | -1 | -10 | 1
CC(C)=CC(=O)N1CCCC(N2CCN(c3ccc(F)cc3)CC2)C1 (stereo not drawn) | 0 | 9 | 10 | 10 | -18 | -8 | -2 | 0 | 0
COc1cc(-c2ccc3oc(-c4ccsc4)cc(=O)c3c2)cc(OC)c1OC | 9 | -26 | -11 | 12 | 20 | -3 | 1 | 20 | 14

As a short view, part of the list above:
SMILES | TAAR1 agonist | M5 PAM | M1 PAM | M4 antag | CHRM1 antagonist | M1 ag | CHRM5 agonist | M5 antag | CHRM4 agonist
COc1ccc(OC)c(NC(=O)c2cc(-c3cc(F)ccc3OCC3CCCO3)n[nH]2)c1 (stereo not drawn) | 1 | -16 | -20 | 19 | 36 | -6 | -3 | 12 | 5
Cc1ccc(S(=O)(=O)N(C)C)cc1NC(=O)COC(=O)c1c(-c2ccccc2)noc1C | 0 | -1 | 11 | 3 | -14 | -2 | 4 | -1 | 4
COc1ccc2nc(CC(C)(C)CC(=O)O)c[n+]([O-])c2c1 | -2 | 3 | 10 | 3 | -12 | -5 | -8 | 1 | 0
CC(C)CC(=O)N1CCN(S(C)(=O)=O)CC1 | 5 | -2 | 1 | 10 | 2 | -2 | 1 | 2 | 1

(next part)
SMILES | TAAR1 agonist | M5 PAM | M1 PAM | M4 antag | CHRM1 antagonist | M1 ag | CHRM5 agonist | M5 antag | CHRM4 agonist
COc1ccc(C(=O)ON=C(C)c2nccs2)cc1 | 1 | 1 | 5 | 7 | -12 | -3 | 0 | -3 | 3
CCN1C/C(=C/c2sccc2C)c2nc3ccccc3c(C(=O)O)c2C1 | 2 | 6 | 8 | 1 | -11 | -6 | 4 | -1 | 0
COc1ccc(-c2ncncc2-c2ccc(Cl)cc2)c(O)c1 | -3 | -3 | 0 | 1 | 11 | -4 | -6 | 5 | 0
COCCn1c(C(C)C)nc2ccccc21 | 3 | -11 | -1 | 11 | 3 | -3 | 3 | 7 | 1
CCOC(=O)Cn1c(CN2CCN(C(c3ccccc3)c3ccccc3)CC2)nc2c1c(=O)n(C)c(=O)n2C | -1 | 1 | 3 | -13 | -13 | -13 | -5 | -1 | 1
CCCn1nnc(NC(=O)Cc2ccccc2)n1 | 7 | 7 | 5 | -2 | -22 | -4 | -3 | 5 | 1
CCOc1cc(/C=C2\SC(=S)N(C(C(=O)O)c3ccccc3)C2=O)ccc1O (stereo not drawn) | 18 | -24 | -1 | 10 | 9 | 19* | 61* | 14 | 52*
CSc1cccc(NC(=O)Cn2cnc(S(=O)(=O)N3CCCC3)c2)c1 | 2 | -3 | 1 | -2 | 0 | -2 | 2 | -4 | 2

An excerpt. The share of hits here may be higher or lower than overall.
